# Jurkat NFkB inh = lowers PMA/ionomycin-induced NF-kB signal in Jurkat cells; PMA/ionomycin-induced NF-kB luciferase reporter, luminescence; 0.53% of 330,000 active; AID 435003; inhibition, % at 4 µM
# HKDC1 inh = inhibitors of human hexokinase HKDC1 | inhibition, % at 20 µM | 0.16% of 340,000 active | recombinant HKDC1, G6PDH/diaphorase resazurin coupled fluorescence | Q2TB90;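 active means inhibition above about 35% when tested at 20 µM, limit read from the data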;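 further: plate controls were DMSO wells with enzyme for no effect and DMSO wells lacking enzyme for full effect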
# Target sequence (Q2TB90 whole entry, looked up): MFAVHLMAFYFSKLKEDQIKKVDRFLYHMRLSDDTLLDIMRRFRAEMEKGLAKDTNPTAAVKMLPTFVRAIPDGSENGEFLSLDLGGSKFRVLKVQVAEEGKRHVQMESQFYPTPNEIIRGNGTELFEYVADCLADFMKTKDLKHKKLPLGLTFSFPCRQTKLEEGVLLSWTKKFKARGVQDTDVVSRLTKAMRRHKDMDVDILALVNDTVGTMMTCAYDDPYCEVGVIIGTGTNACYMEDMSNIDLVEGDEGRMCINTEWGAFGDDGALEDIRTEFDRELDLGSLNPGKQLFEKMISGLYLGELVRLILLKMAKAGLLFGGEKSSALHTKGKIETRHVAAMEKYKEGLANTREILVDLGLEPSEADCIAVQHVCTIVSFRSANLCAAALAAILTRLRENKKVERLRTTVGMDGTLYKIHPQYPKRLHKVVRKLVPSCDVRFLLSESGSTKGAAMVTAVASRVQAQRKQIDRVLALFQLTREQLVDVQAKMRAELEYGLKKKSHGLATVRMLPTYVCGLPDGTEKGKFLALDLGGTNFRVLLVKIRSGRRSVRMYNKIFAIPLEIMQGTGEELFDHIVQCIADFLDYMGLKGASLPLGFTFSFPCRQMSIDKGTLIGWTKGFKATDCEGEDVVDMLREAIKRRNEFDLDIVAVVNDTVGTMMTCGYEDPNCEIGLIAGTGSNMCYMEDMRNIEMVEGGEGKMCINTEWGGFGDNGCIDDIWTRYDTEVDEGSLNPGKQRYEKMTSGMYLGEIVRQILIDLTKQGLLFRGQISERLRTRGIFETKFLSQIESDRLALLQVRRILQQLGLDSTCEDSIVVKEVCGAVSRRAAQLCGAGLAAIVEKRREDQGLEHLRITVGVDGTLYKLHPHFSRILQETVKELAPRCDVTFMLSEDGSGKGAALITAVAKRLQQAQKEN
#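 Material – in-house recombinant HK5 (HKDC1) enzyme · Quantity – HKDC1 at 5 µg/mL · Buffer or medium – pH 8.0 Tris buffer with 10 mM MgCl2 · Reagent – glucose with 1 mM ATP · Dosing – single 20 µM dose · Times – reaction time 90 min, room temperature, protected from light · Technique – resorufin fluorescence at 613 nm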
# SENP7 block = blocks the human protease SENP7. Q9BQF6. recombinant SENP7, Z-RLRGG-aminoluciferin luminescence, 40 min. inhibition, % at 5 µM. 1.5% of 330,000 active;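 active means inhibition above about 50% at the single test dose, limit read from the data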;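 further: plate controls were DMSO with enzyme for no effect and no enzyme buffer wells for full effect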
# Apaf1 inhib = blocks human Apaf-1 apoptosome activity; 0.71% of 330,000 active; inhibition, % at 20 µM; reconstituted apoptosome caspase-3 activity, DEVD-Rh110 fluorescence; active means inhibition of at least 40% at 20 µM;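 further: plate controls were DMSO wells for no effect and DEVD-CHO caspase inhibitor wells for full effect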
#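 Assay system – apoptosome proteins · Medium – Hepes buffer, pH 7.5 · Also added – cytochrome c with DEVD-Rh110 · Timing – 30 min compound preincubation, 50 min activation, room temperature · Detection – Rh110 fluorescence, excitation 480 nm, emission 540 nm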
# Gli-Sufu antag = Gli-Sufu pathway antagonism. Sufu-KO-LIGHT fibroblasts, Gli luciferase reporter luminescence. inhibition, % at 5 µM. 0.74% of 340,000 active;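 active means inhibition above about 55%, limit read from the data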;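 further: 0% = DMSO-treated cells and 100% = wells with medium but no cells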
# UBC13 polyUb = inhibitors of human UBC13 polyubiquitin chain formation | P61088 | inhibition, % at 20 µM | AID 485273 | 0.47% of 330,000 active | TR-FRET; in the data active means inhibition above about 45%, passing the limit was not always enough
# Target sequence (P61088 whole entry, looked up): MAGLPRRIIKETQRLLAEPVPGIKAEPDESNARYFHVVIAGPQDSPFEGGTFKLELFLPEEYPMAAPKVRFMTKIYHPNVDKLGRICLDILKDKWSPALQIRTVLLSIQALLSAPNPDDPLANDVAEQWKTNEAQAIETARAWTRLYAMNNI
# 697 NFkB inh = inhibitors of the PMA/ionomycin-induced NF-kB reporter in 697 B cells | 0.33% of 330,000 active | AID 435022 | inhibition, % at 4 µM | 697 B-cell NF-kB luciferase reporter, 16 h; in the data active means inhibition above about 35%
# SENP8 block = blocks the human protease SENP8; purified SENP8, Z-RLRGG-aminoluciferin cleavage, luminescence; inhibition, % at 10 µM; 1.2% of 330,000 active; AID 2540
# Starred values were filed as active, the others as inactive; nt = no result given. Unless noted, no stated cut-off is given here; in the data, active means inhibition above about 50%; inactive means the rest.
# Assay codes – A = Jurkat NFkB inh; B = HKDC1 inh; C = SENP7 block; D = Apaf1 inhib; E = Gli-Sufu antag; F = UBC13 polyUb; G = 697 NFkB inh; H = SENP8 block
Compound: CNC(=S)NNC(=O)COc1ccccc1C
  A: 12 | B: 1 | C: 3 | D: -14 | E: -36 | F: 8 | G: 19 | H: -2
Compound: CCOc1ccc(N(C)S(=O)(=O)c2ccc(C)c(C(=O)NCc3cccs3)c2)cc1
  A: 8 | B: 5 | C: 2 | D: 7 | E: 4 | F: 7 | G: -6 | H: 7
Compound: COc1cc(NC(=O)CN2C(=O)C(c3ccccc3)=NC2(C)C)cc(OC)c1
  A: -1 | B: -3 | C: -13 | D: 17 | E: -2 | F: 7 | G: -11 | H: -7
Compound: Cc1ccc(C(=O)N2CCN(C)CC2)cc1S(=O)(=O)N1CCCCCC1
  A: 13 | B: -2 | C: -8 | D: 0 | E: 4 | F: -12 | G: -11 | H: 7
Compound: Cc1cc(C(=O)COC(=O)CNC(=O)c2ccccc2)c(C)n1CC1CCCO1 (centres undefined)
  A: 0 | B: -1 | C: 12 | D: -24 | E: -4 | F: 7 | G: -28 | H: -2
Compound: COc1cc(/C=C/CN2CCC(CO)(CC3CCCCO3)CC2)ccc1O (centres undefined)
  A: 9 | B: -14 | C: -5 | D: -11 | E: 23 | F: 14 | G: -3 | H: 0
Compound: COC(=O)CSc1[nH]c2ccccc2c1[N+](=O)[O-]
  A: 5 | B: 0 | C: 4 | D: -23 | E: -13 | F: 6 | G: 14 | H: 4
Compound: O=C(c1ccc2c(c1)OCO2)N1CCN(S(=O)(=O)c2ccc(Cl)cc2)CC1
  A: -2 | B: 6 | C: 4 | D: 3 | E: 15 | F: 4 | G: 6 | H: -6
Compound: O=C1OC[C@H]2CCCN2C(=O)[C@@H](CC(=O)N(CCO)Cc2ccccc2)C/C=C\CC[C@H]1Cc1ccc(F)cc1
  A: -10 | B: 0 | C: -1 | D: 31 | E: 7 | F: 5 | G: 0 | H: -15
Compound: COc1ccccc1N1CCN(/N=C/c2cc([N+](=O)[O-])ccc2Cl)CC1
  A: 2 | B: 13 | C: 9 | D: 14 | E: 2 | F: 6 | G: -5 | H: -2

# Compound profiles (already shown):
# Listed for O=C(c1ccc2c(c1)OCO2)N1CCN(S(=O)(=O)c2ccc(Cl)cc2)CC1 → Jurkat NFkB inh = -2; HKDC1 inh = 6; SENP7 block = 4; Apaf1 inhib = 3; Gli-Sufu antag = 15; UBC13 polyUb = 4; 697 NFkB inh = 6; SENP8 block = -6
# Listed for COC(=O)CSc1[nH]c2ccccc2c1[N+](=O)[O-] → Jurkat NFkB inh = 5; HKDC1 inh = 0; SENP7 block = 4; Apaf1 inhib = -23; Gli-Sufu antag = -13; UBC13 polyUb = 6; 697 NFkB inh = 14; SENP8 block = 4

# Other results follow:
# Assay codes – A = Jurkat NFkB inh; B = HKDC1 inh; C = SENP7 block; D = Apaf1 inhib; E = Gli-Sufu antag; F = UBC13 polyUb; G = 697 NFkB inh; H = SENP8 block
Compound: CCNC(=S)NS(=O)(=O)c1ccc(F)cc1
  A: 12 | B: -6 | C: 2 | D: -3 | E: -7 | F: 8 | G: 5 | H: 3
Compound: CC(OC(=O)CCN=C1NS(=O)(=O)c2ccccc21)C(=O)Nc1ccc(F)cc1 (centres undefined)
  A: -3 | B: 3 | C: 9 | D: 1 | E: 0 | F: 0 | G: -2 | H: -11
Compound: Cn1c(=O)n(C)c2cc(S(=O)(=O)NCC(=O)O)ccc21
  A: 7 | B: -6 | C: 9 | D: -4 | E: -2 | F: 5 | G: 22 | H: 0
Compound: COc1ccccc1-n1cnnc1SC(C)C(=O)Nc1cccc([N+](=O)[O-])c1 (centres undefined)
  A: -10 | B: -9 | C: 5 | D: 2 | E: 0 | F: -7 | G: -20 | H: 5
Compound: O=C(COc1coc(CN2CCN(c3ccccc3)CC2)cc1=O)Nc1ccc(F)cc1
  A: 4 | B: -6 | C: -8 | D: -2 | E: 4 | F: -6 | G: -4 | H: -4
Compound: CCOC(=O)c1cc(C)sc1NC(=O)C(c1ccccc1)c1ccccc1
  A: -2 | B: -3 | C: -2 | D: 15 | E: 1 | F: -1 | G: 9 | H: -2
Compound: CO/N=C/c1ccc(N2CCN(C(=O)c3ccc(Cl)cc3Cl)CC2)c([N+](=O)[O-])c1
  A: 18 | B: 1 | C: 7 | D: 18 | E: 21 | F: -7 | G: -4 | H: 1
Compound: CCN(CC)CCCNC(=O)C1CCC(CNS(=O)(=O)c2ccc(Cl)cc2)CC1 (centres undefined)
  A: -37 | B: -1 | C: 0 | D: 1 | E: -3 | F: 4 | G: 1 | H: 12
Compound: CCCC(=O)C1=C(O)C(C(=O)OC)C(C)(C)CC1=NCCc1ccccc1 (centres undefined)
  A: -1 | B: -2 | C: -1 | D: -2 | E: -4 | F: 2 | G: -3 | H: -4
Compound: Cc1ccc(C(=O)NCc2ccco2)cc1S(=O)(=O)N1CCOCC1
  A: -14 | B: -2 | C: -3 | D: 1 | E: 4 | F: -8 | G: -2 | H: -8
Compound: O=c1[nH]ncc(NCCCO)c1Cl
  A: -17 | B: -7 | C: -6 | D: 4 | E: -2 | F: 0 | G: 4 | H: -9
Compound: Cc1cccc(NC(=O)Cn2c(=O)n(Cc3ccccc3)c(=O)c3c(C)c(C)sc32)c1
  A: 3 | B: 0 | C: -6 | D: 17 | E: 4 | F: -9 | G: -1 | H: -12
Compound: COc1ccc(Cl)cc1NC(=O)Nc1cccc([N+](=O)[O-])c1C
  A: -8 | B: 4 | C: -7 | D: 13 | E: -7 | F: 0 | G: 17 | H: -6
Compound: COC(=O)CN1C(=S)N(c2ccc(F)cc2)C(=O)C1CC(=O)Nc1ccc(OC)cc1 (centres undefined)
  A: 10 | B: -2 | C: 1 | D: 6 | E: 0 | F: 6 | G: 20 | H: 2
Compound: CC1Cc2cc(/C(O)=C3/C(=O)C(=O)N(CCN4CCOCC4)C3c3cccc(O)c3)ccc2O1 (centres undefined)
  A: -21 | B: 10 | C: 3 | D: 0 | E: -5 | F: -7 | G: 1 | H: -9
Compound: Cc1cccc(CSCCNC(=O)CSCc2ccc([N+](=O)[O-])cc2)c1
  A: -14 | B: 6 | C: -11 | D: 14 | E: 1 | F: 1 | G: -7 | H: -4
Compound: CCn1c(SCc2nc3ccccc3[nH]2)nnc1-c1cnccn1
  A: -28 | B: 18 | C: -1 | D: 0 | E: -10 | F: 2 | G: 6 | H: 0
Compound: CC(=O)N1CCC(C(=O)Nc2ccc(S(=O)(=O)NCCc3ccccc3)cc2)CC1
  A: 11 | B: -7 | C: -2 | D: -7 | E: -8 | F: 2 | G: 7 | H: 4
Compound: O=C1CC2(CCN(C(=O)C3CC(=O)N(c4ccc(F)cc4)C3)CC2)Oc2ccccc21 (centres undefined)
  A: 22 | B: -6 | C: 1 | D: 2 | E: 21 | F: 2 | G: -5 | H: -13
Compound: Cc1c(NC(=S)N/N=C/C=C/c2ccccc2)c(=O)n(-c2ccccc2)n1C
  A: -7 | B: -7 | C: -10 | D: -4 | E: -1 | F: -12 | G: 2 | H: -1

# Molecules listed so far with an NH in an aromatic ring (three):
# Assay codes – A = Jurkat NFkB inh; B = HKDC1 inh; C = SENP7 block; D = Apaf1 inhib; E = Gli-Sufu antag; F = UBC13 polyUb; G = 697 NFkB inh; H = SENP8 block
Compound: COC(=O)CSc1[nH]c2ccccc2c1[N+](=O)[O-]
  A: 5 | B: 0 | C: 4 | D: -23 | E: -13 | F: 6 | G: 14 | H: 4
Compound: O=c1[nH]ncc(NCCCO)c1Cl
  A: -17 | B: -7 | C: -6 | D: 4 | E: -2 | F: 0 | G: 4 | H: -9
Compound: CCn1c(SCc2nc3ccccc3[nH]2)nnc1-c1cnccn1
  A: -28 | B: 18 | C: -1 | D: 0 | E: -10 | F: 2 | G: 6 | H: 0

# The results go on:
# Assay codes – A = Jurkat NFkB inh; B = HKDC1 inh; C = SENP7 block; D = Apaf1 inhib; E = Gli-Sufu antag; F = UBC13 polyUb; G = 697 NFkB inh; H = SENP8 block
Compound: COc1cc(C(=O)NCc2ccncc2)cc(OC)c1OC
  A: 12 | B: -3 | C: 2 | D: 1 | E: 29 | F: -3 | G: 12 | H: -6
Compound: COc1ccc(C(=O)NCC(=O)N2CCN(c3ncccn3)CC2)cc1OC
  A: 4 | B: -3 | C: 7 | D: 0 | E: -10 | F: 0 | G: 6 | H: -5
Compound: CCNCc1ccc(OCc2ccccc2F)c(OC)c1
  A: -26 | B: -10 | C: -4 | D: -2 | E: 7 | F: 9 | G: 0 | H: -1
Compound: CC(C)(C)OC(=O)C[C@@H]1C/C=C\C[C@H](CC(=O)N(CCO)Cc2ccccc2)C(=O)NC[C@@H](c2ccccc2)OC1=O
  A: -3 | B: -6 | C: -12 | D: 18 | E: 6 | F: -4 | G: -14 | H: -19
Compound: CN(C)c1ccc(C(=S)N2CCN(C(=S)Nc3ccc(Cl)cc3)CC2)cc1
  A: 9 | B: 8 | C: -11 | D: 19 | E: 5 | F: -6 | G: -38 | H: 0
Compound: CCCC/C(C)=N/NC(=O)Nc1ccccc1
  A: 2 | B: -9 | C: 3 | D: -1 | E: -6 | F: 11 | G: 16 | H: 2
Compound: COc1ccc(-c2nn(C)c3sc(C(=O)N4CCOCC4)cc23)cc1OC
  A: 16 | B: -1 | C: 4 | D: 7 | E: 2 | F: 10 | G: 37* | H: -1
Compound: COc1cccc(N2CCN(C(=O)CCNS(=O)(=O)c3ccc4c(c3)c(=O)n(C)c(=O)n4C)CC2)c1
  A: 11 | B: -10 | C: 5 | D: 4 | E: 3 | F: 1 | G: -3 | H: -2
Compound: CCOC(=O)C(C(C)=O)C(c1ccc(OCCC(C)C)cc1)C(C(C)=O)C(=O)OCC (centres undefined)
  A: 5 | B: -6 | C: 1 | D: 14 | E: 9 | F: 5 | G: -27 | H: 1
Compound: C#CCN(CC=C)C(=O)c1ccc(OC2CCN(S(=O)(=O)N(C)C)CC2)cc1
  A: -42 | B: 7 | C: 14 | D: -4 | E: 5 | F: -7 | G: -62 | H: 1

# Further records.
SMILES,Jurkat NFkB inh,HKDC1 inh,SENP7 block,Apaf1 inhib,Gli-Sufu antag,UBC13 polyUb,697 NFkB inh,SENP8 block
COCC(C)NC(=O)c1oc2c(c1C)C1(CCC2)SCCS1 (centres undefined),-8,1,-1,6,-15,-6,-43,-14
Cc1ccc(S(=O)(=O)CCCS(=O)(=O)c2ccc(C)cc2)cc1,-14,-1,-5,14,1,-11,-11,-5
CCN(CC)Cc1c(C(=O)N/N=C/c2ccco2)nnn1-c1nonc1N,-10,0,-11,-1,-9,-12,8,-7
COc1ccc(C(=O)c2ccsc2N)cc1,-49,-2,3,2,-8,2,-32,18
CCCCOC(=O)c1ccc(N=Nc2c(C)c(C#N)c(O)[nH]c2=O)cc1,-7,2,14,20,-38,-79,-4,-11
COc1ccccc1C(NC(=O)C1CCCCC1)c1c(O)ccc2ccccc12 (centres undefined),-9,-7,-2,4,3,1,11,-7
COc1ccc(C(=O)N2CCC(C(=O)Nc3ccc(C)cc3)CC2)cc1,-24,0,12,9,-18,-4,10,-1
O=C(Cn1cc2c(n1)CCCCC2)NCCN1CCOCC1,9,-1,-8,1,19,-8,0,2
O=C1OCC2=C1C(c1ccc(F)cc1)CC(=O)N2c1ccc(F)cc1 (centres undefined),-8,nt,6,-5,nt,10,6,7

# Given with each value named: part of the list above
CCCCOC(=O)c1ccc(N=Nc2c(C)c(C#N)c(O)[nH]c2=O)cc1
  Jurkat NFkB inh = -7
  HKDC1 inh = 2
  SENP7 block = 14
  Apaf1 inhib = 20
  Gli-Sufu antag = -38
  UBC13 polyUb = -79
  697 NFkB inh = -4
  SENP8 block = -11

O=C1OCC2=C1C(c1ccc(F)cc1)CC(=O)N2c1ccc(F)cc1 (centres undefined)
  Jurkat NFkB inh = -8
  HKDC1 inh = nt
  SENP7 block = 6
  Apaf1 inhib = -5
  Gli-Sufu antag = nt
  UBC13 polyUb = 10
  697 NFkB inh = 6
  SENP8 block = 7

# Entries listed above printed as active in 697 NFkB inh:
Compound | Jurkat NFkB inh | HKDC1 inh | SENP7 block | UBC13 polyUb | 697 NFkB inh | SENP8 block
COc1ccc(-c2nn(C)c3sc(C(=O)N4CCOCC4)cc23)cc1OC | 16 | -1 | 4 | 10 | 37* | -1
